HttQ103 aggreg: inhibitors of mutant huntingtin aggregate formation in PC12 cells; Potency, µM (doses to about 46.1 µM), for inactives: at the highest dose activity change, negative = inhibition, actives largely listed as inhibitors; actives 1.1% (n = 220,000); PC12 HttQ103-GFP aggregates, Acumen cytometry, 40 h; AID 1688; also: % is scaled to controls: 0 for no effect and ±100 for the full control effect; nearly all actives have a fitted effect of over 60% in size
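Aggregate formation scored by laser-scanning cytometer (488 excitation, 500–530 emission) in lysed PC12 cells expressing Q103-GFP after 100 nM tebufenozide induction; library tested in dose series, with ATPLite reagent added in the multiplex.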
GAA inhib: blocks human lysosomal alpha-glucosidase | Potency, µM (top dose mostly 76.9 µM), for the others: top-dose activity change, negative = inhibition, usual class: inhibitors | purified human GAA, 4-MU-alpha-glucoside fluorescence | actives 0.005% (n = 200,000) | P10253;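 also: plate controls were uninhibited enzyme wells for no effect and no-enzyme background for full effect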
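AC50 values come from Hill fits of compound titrations (up to 77 uM) against 4 nM human enzyme. Substrate 4-methylumbelliferyl-alpha-D-pyranoside at 400 uM, pH 5.0 citrate buffer, 20 min room temperature; fluorescence Ex 365/Em 440 after alkaline stop.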
HTT cytoprotect: Huntington cell model cytoprotection by ATP luminescence; actives 0.14% (n = 230,000); PC12 HTT-Q103 induced, cytoprotection, ATP luminescence, 40 h; AID 1471; Potency, µM (highest dose often 56.4 µM), inactives show cytoprotection (ATP increase), hits mostly activators;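 also: % of control where 0% means no effect; nearly all actives have a fitted effect of over 45% in size; toxic huntingtin expression switched on by the ecdysone agonist tebufenozide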
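Cells were plated at 1500 per well in phenol red-free DMEM with 5% equine and 5% calf serum. Tebufenozide (100 nM final) and compounds were added, then ATPlite reagent, and luminescence was read.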
GAA glycogen mod: inhibitors or activators of human alpha-glucosidase glycogen cleavage. P10253. recombinant GAA, glycogen substrate, Amplex Red glucose oxidase fluorescence. Potency, µM (highest dose often 76.4 µM), inactives show at the top dose activity change, negative = inhibition, most hits filed as inhibitors. actives 0.38% (n = 300,000). AID 2100;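 also: 0% = full enzyme reaction and -100% = no-enzyme basal signal; the screen sought inhibitors and activators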
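Recombinant human enzyme (4 nM); glycogen substrate; 37 C, 40 min, pH 5.0. Readout: coupled glucose oxidase/Amplex Red fluorescence.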
GoLoco inh red: RGS12 GoLoco-Gai1 interaction inhibition. actives 0.44% (n = 230,000). Gai1:RGS12 GoLoco peptide FP, rhodamine, 10 min. Potency, µM (series often up to 61.6 µM), for the others: at the highest dose activity, negative = inhibition, usual class: inhibitors. P63096; active = well fitted inhibition curve with a large enough effect, not every such curve was filed as active; inactive = no such curve, though single readings can be large or run the other way; also: % is scaled to controls: 0 for no effect and ±100 for the full control effect; nearly all actives have a fitted effect of over 30% in size; many of its hits are not listed in these tables
Target sequence (P63096 whole entry, looked up): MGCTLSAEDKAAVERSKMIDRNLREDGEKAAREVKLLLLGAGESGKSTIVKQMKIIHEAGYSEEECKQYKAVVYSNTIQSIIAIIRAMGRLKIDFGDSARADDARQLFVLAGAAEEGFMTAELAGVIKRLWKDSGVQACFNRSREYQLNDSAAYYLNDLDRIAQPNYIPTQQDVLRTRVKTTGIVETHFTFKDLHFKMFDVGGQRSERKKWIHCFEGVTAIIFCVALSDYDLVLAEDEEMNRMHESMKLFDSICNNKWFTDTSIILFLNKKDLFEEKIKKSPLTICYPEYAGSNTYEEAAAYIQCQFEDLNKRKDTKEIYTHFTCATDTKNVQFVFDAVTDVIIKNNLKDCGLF
GAA spleen mod: lysosomal alpha-glucosidase (human) modulation; P10253; Potency, µM (top dose mostly 79.9 µM), for inactives: at the highest dose activity change, negative = inhibition, most hits filed as inhibitors; actives 0.006% (n = 240,000); human spleen homogenate, 4-MU-alpha-glucoside fluorescence; AID 2112;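 also: 0% = enzyme with vehicle and -100% = no enzyme basal signal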
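Enzyme source: human spleen homogenate, 1 ug/well. Buffer 50 mM citric acid/K phosphate pH 5.0, 0.01% Tween-20. 4-MU-alpha-glucoside 1 mM; 37 C x 40 min; NaOH/glycine stop; fluorescence.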
IMPase Li cell: IMPase inhibition in cells with lithium potentiation | CHO-M1 cells, IP1 TR-FRET (IP-One), carbachol + lithium | Potency, µM (titrated, usually from 59.4 µM), without a hit: top-dose activity, negative = IMPase inhibition, usual class: inhibitors | actives 0.35% (n = 210,000);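 also: IP1 builds up when IMPase is blocked and the TR-FRET signal falls; plate controls were basal vehicle for no effect and high inhibitor control for full effect; nearly all actives have a fitted effect of over 50% in size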
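CHO cells stably expressing M1 receptor (2000/well) were cultured 16–30 h, then exposed to compounds with a small lithium addition for 30 min at 37C. IP1 was measured by TR-FRET competition; AC50 from Hill fits.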
The depositor's hits bear a star; [ ] = another dose, or the depositor's remark. Unless noted, calls follow the shape of the dose curve; as a rule, active = well fitted curve in the direction sought with a large enough effect; inconclusive = small, poorly fitted or top-dose-only effect, or another doubt; inactive = no such curve, though single readings can be large; an effect the other way counts as inactive or inconclusive. Potency is read from the fitted curve at half-maximal effect.

The opening five records, to show the layout:
Screening CC(=O)Nc1ccc(N(C(=O)CNC(=O)c2ccco2)C(C(=O)NCc2ccco2)c2ccccc2)cc1 (centres undefined) returned HttQ103 aggreg 3%[9.22 µM], HTT cytoprotect 18%[10 µM], GAA glycogen mod 1%, GoLoco inh red 7% and GAA spleen mod 7%.
COCCn1c(SCC(=O)N2CCN(c3ccccc3)CC2)nc2c(c1=O)SC(C)C2 (centres undefined) was read as HttQ103 aggreg -5%[9.22 µM], HTT cytoprotect 9%[10 µM], GAA glycogen mod 0%, GoLoco inh red -2% and GAA spleen mod -17%.
`O=S(=O)(c1ccccc1)N1CCN(c2cc(-c3ccccc3)nc3ncnn23)CC1` gave HttQ103 aggreg 11µM*, GAA inhib -4%, HTT cytoprotect -19%[10 µM], GAA glycogen mod -9%, GoLoco inh red -2%, GAA spleen mod 0% and IMPase Li cell 13%[38.3 µM].
`CSc1ccc(-c2c(C#N)c(N)nc3c2CCCC3)cc1` gave HttQ103 aggreg -12%, GAA inhib -1%, HTT cytoprotect inconclusive, GAA glycogen mod 4%, GoLoco inh red 6%, GAA spleen mod 3% and IMPase Li cell inconclusive.
O=C(CSc1cn(Cc2ccccc2)c2ccccc12)Nc1nccs1 was read as HttQ103 aggreg -5%, GAA inhib -10%, HTT cytoprotect -27%, GAA glycogen mod -6%, GoLoco inh red -3%, GAA spleen mod 6% and IMPase Li cell 22%[38.3 µM].

The whole of this part, from the first entry:
Screening CC(=O)Nc1ccc(N(C(=O)CNC(=O)c2ccco2)C(C(=O)NCc2ccco2)c2ccccc2)cc1 (centres undefined) returned HttQ103 aggreg 3%[9.22 µM], HTT cytoprotect 18%[10 µM], GAA glycogen mod 1%, GoLoco inh red 7% and GAA spleen mod 7%.
COCCn1c(SCC(=O)N2CCN(c3ccccc3)CC2)nc2c(c1=O)SC(C)C2 (centres undefined) was read as HttQ103 aggreg -5%[9.22 µM], HTT cytoprotect 9%[10 µM], GAA glycogen mod 0%, GoLoco inh red -2% and GAA spleen mod -17%.
`O=S(=O)(c1ccccc1)N1CCN(c2cc(-c3ccccc3)nc3ncnn23)CC1` gave HttQ103 aggreg 11µM*, GAA inhib -4%, HTT cytoprotect -19%[10 µM], GAA glycogen mod -9%, GoLoco inh red -2%, GAA spleen mod 0% and IMPase Li cell 13%[38.3 µM].
`CSc1ccc(-c2c(C#N)c(N)nc3c2CCCC3)cc1` gave HttQ103 aggreg -12%, GAA inhib -1%, HTT cytoprotect inconclusive, GAA glycogen mod 4%, GoLoco inh red 6%, GAA spleen mod 3% and IMPase Li cell inconclusive.
O=C(CSc1cn(Cc2ccccc2)c2ccccc12)Nc1nccs1 was read as HttQ103 aggreg -5%, GAA inhib -10%, HTT cytoprotect -27%, GAA glycogen mod -6%, GoLoco inh red -3%, GAA spleen mod 6% and IMPase Li cell 22%[38.3 µM].
`CC(C)C(c1nnnn1C1CCCCC1)N1CCCc2ccccc21` (centres undefined) gave HttQ103 aggreg inconclusive, GAA inhib 3%, HTT cytoprotect -4%[1.9 µM], GAA glycogen mod -1%, GoLoco inh red 4%, GAA spleen mod 0% and IMPase Li cell 17%.
COc1ccc(CC(=O)NCc2ccco2)cc1OC was read as HttQ103 aggreg 1%, GAA inhib -6%, HTT cytoprotect -13%, GAA glycogen mod 5%, GoLoco inh red 15%, GAA spleen mod -7% and IMPase Li cell 30%[38.3 µM].
CN1C(N)=NC(=O)/C1=C/c1ccc(F)cc1 was read as HttQ103 aggreg -10%[9.22 µM], HTT cytoprotect 10%[10 µM], GAA glycogen mod 11%, GoLoco inh red -10% and GAA spleen mod -12%.
`O=C(COC(=O)C(Cc1ccccc1)NC(=O)c1ccc(Cl)cc1)c1ccc(Cl)cc1` (centres undefined) gave HttQ103 aggreg -17%, GAA inhib -10%, HTT cytoprotect 12%[10 µM], GAA glycogen mod -8%, GoLoco inh red 34%[activator], GAA spleen mod -8% and IMPase Li cell 5%.
O=C(CCN1C(=O)/C(=C/c2ccc3c(c2)OCO3)SC1=S)NNC(=O)c1cccnc1 was read as HttQ103 aggreg 7%, GAA inhib -3%, HTT cytoprotect 4%[10 µM], GAA glycogen mod -18%, GoLoco inh red -1%, GAA spleen mod 9% and IMPase Li cell 19%.
Screening CCOC(=O)C=Nc1c(N)n(C)c(=O)n(C)c1=O returned HttQ103 aggreg 7%, GAA inhib 4%, HTT cytoprotect -22%[10 µM], GAA glycogen mod -18%, GoLoco inh red 3%, GAA spleen mod -1% and IMPase Li cell -3%.
For O=C(CC1CC2CCC1C2)OCC(=O)c1c[nH]c2ccccc12 (centres undefined) the results were HttQ103 aggreg inconclusive, GAA inhib -12%, HTT cytoprotect 0%, GAA glycogen mod -13%, GoLoco inh red -9%, GAA spleen mod -1% and IMPase Li cell 20%[38.3 µM].
CCOC(=O)N1CCN(C(=O)NC2CCCCC2)CC1 was read as HttQ103 aggreg 10%, GAA inhib -7%, HTT cytoprotect 11%, GAA glycogen mod 6%, GoLoco inh red -7%, GAA spleen mod -2% and IMPase Li cell -4%[38.3 µM].
For Cc1ccc(C)c(OCCOCCN2CCOCC2)c1 the results were HttQ103 aggreg -6%, GAA inhib 3%, HTT cytoprotect 8%, GAA glycogen mod -4%, GoLoco inh red 4%, GAA spleen mod 0% and IMPase Li cell 24%[38.3 µM].
Cc1ccc(-c2nnc(C)c(N3CC(C)OC(C)C3)n2)cc1 (centres undefined) was read as HttQ103 aggreg -5%, GAA inhib 4%, HTT cytoprotect 18%, GAA glycogen mod 3%, GoLoco inh red 8%, GAA spleen mod -11% and IMPase Li cell -16%[38.3 µM].
O=C(c1ccc(F)cc1)N(c1ccccn1)C1CCCCC1 was read as HttQ103 aggreg -4%, GAA inhib -9%, HTT cytoprotect -18%, GAA glycogen mod 5%, GoLoco inh red -5%, GAA spleen mod -2% and IMPase Li cell 19%.
For O=C(NCc1ccncc1)c1ccc(Cn2cc(C(F)(F)F)ccc2=O)cc1 the results were HttQ103 aggreg -4%, GAA inhib 15%, HTT cytoprotect 6%, GAA glycogen mod 8%, GoLoco inh red 3%, GAA spleen mod -21% and IMPase Li cell 3%[38.3 µM].
For C[C@H]1[C@H]2CC[C@H]3[C@@H]4CC=C5C[C@@H](N(C)C)CC[C@]5(C)[C@H]4CC[C@]23CN1C the results were HTT cytoprotect 11%, GoLoco inh red -8%, GAA spleen mod 6% and IMPase Li cell 18%.
`CCCC12CN3CC(C)(CN(C1)C3c1ccc3c(c1)OCO3)C2=O` (centres undefined) gave HttQ103 aggreg 4%, GAA inhib -4%, HTT cytoprotect -12%, GAA glycogen mod -9%, GoLoco inh red -4%, GAA spleen mod -2% and IMPase Li cell 3%[38.3 µM].
For O=[N+]([O-])c1ccccc1S(=O)(=O)NCc1cccnc1 the results were HttQ103 aggreg 6%[9.22 µM], GAA inhib 5%, HTT cytoprotect 12%[10 µM], GAA glycogen mod -8%, GoLoco inh red 12%, GAA spleen mod 1% and IMPase Li cell 11%.
`O=C(Nc1nc(-c2ccc(S(=O)(=O)N3CCCC3)cc2)cs1)c1cccs1` gave HttQ103 aggreg inconclusive, GAA inhib -15%, HTT cytoprotect -13%[0.074 µM], GAA glycogen mod -9%, GoLoco inh red 2%, GAA spleen mod 7% and IMPase Li cell 17%[38.3 µM].
Screening Cc1cc(/C=C(\C#N)C(=O)Nc2ccccc2)c(C)n1-c1ccc(C(=O)O)cc1 returned HttQ103 aggreg 1%[9.22 µM], GAA inhib -2%[15.4 µM], HTT cytoprotect -8%[10 µM], GAA glycogen mod 3%, GoLoco inh red -20% and GAA spleen mod -1%.
Cc1cccc(COCCN2CCN(S(=O)(=O)c3ccccc3)CCC2=O)c1 was read as HttQ103 aggreg 7%[9.22 µM], HTT cytoprotect 9%[10 µM], GAA glycogen mod -4%, GoLoco inh red 4% and GAA spleen mod 0%.
Screening O=C(CSc1ccccn1)N/N=C/c1cccc([N+](=O)[O-])c1 returned HttQ103 aggreg 27%, GAA inhib inconclusive, HTT cytoprotect 23%[10 µM], GAA glycogen mod -3%, GoLoco inh red 3%, GAA spleen mod -26% and IMPase Li cell -4%.
Screening CC(=O)Nc1nonc1-c1nc2ccccc2n1N(C(C)=O)C(C)=O returned HttQ103 aggreg -3%, GAA inhib 6%, HTT cytoprotect 3%, GAA glycogen mod 4% and GAA spleen mod 3%.
For COC(=O)c1cn(NC(=O)Cc2ccc(Cl)cc2)c(=O)c2ccccc12 the results were HttQ103 aggreg -1%, GAA inhib 0%, HTT cytoprotect 25%[10 µM], GAA glycogen mod 2%, GoLoco inh red -1%, GAA spleen mod -11% and IMPase Li cell -2%.
`C(/C=C/c1ccco1)=N/N1CCN(c2ccccc2)CC1` gave HttQ103 aggreg 20%, GAA inhib 2%, HTT cytoprotect -17%, GAA glycogen mod -13%, GoLoco inh red -10%, GAA spleen mod -2% and IMPase Li cell 23%[38.3 µM].
Screening N#CC1=C(N)OC2=C(C(=O)CC(c3ccccc3)C2)C1c1ccoc1 (centres undefined) returned HttQ103 aggreg inconclusive, GAA inhib 0%, GAA glycogen mod -3%, GoLoco inh red 6%, GAA spleen mod 8% and IMPase Li cell 4%.
`Cc1ccc(CNc2nc3ccccc3n3cnnc23)cc1` gave HttQ103 aggreg -1%, GAA inhib -4%, HTT cytoprotect -39%[inhibitor], GAA glycogen mod 16%[76.3 µM], GoLoco inh red -3%, GAA spleen mod 4% and IMPase Li cell 1%[38.3 µM].
Screening Cc1cc(C)n(-c2nc(C)nc(NCc3ccccc3)n2)n1 returned HttQ103 aggreg inconclusive, GAA inhib -6%, HTT cytoprotect -1%, GAA glycogen mod 7%, GoLoco inh red -1%, GAA spleen mod -15% and IMPase Li cell 29%[38.3 µM].
For NC(C(=O)N[C@@H]1C(=O)N2C(C(=O)O)=C(Cl)CS[C@H]12)c1ccccc1 (some centres undefined) the results were GoLoco inh red 7%, GAA spleen mod 1% and IMPase Li cell -3%.
`CCN(CC)CCCN1C=C2C(=O)C(C)(OC(=O)c3cccs3)C(=O)C=C2C=C1CCCC(=O)OC` (centres undefined) gave HTT cytoprotect 17%[10 µM], GoLoco inh red 7%[14.2 µM], GAA spleen mod 14%[17.4 µM] and IMPase Li cell -1%.
Cc1ccc(S(=O)(=O)Nc2cc(=O)[nH]c(SCc3ccc(Cl)cc3)n2)cc1 was read as HttQ103 aggreg 4%, GAA inhib 11%, HTT cytoprotect 37%[10 µM], GAA glycogen mod 10%, GoLoco inh red 3%, GAA spleen mod 5% and IMPase Li cell 0%.

A portion of the library; count on the stated rates, not on these rows.
